Screening results as filed in PubChem.
CCHF vOTU inh = CCHFV vOTU protease inhibitors, primary screen, biochemical, Pep-AMC substrate, fluorescence | Crimean-Congo hemorrhagic fever virus L polyprotein viral ovarian tumor (vOTU) protease … | inhibition, % at 11.5 µM | 370,000 tested, 0.55% active | AID 651958, 2012; in the data active = inhibition above about 30%; note: 0% = vehicle wells with enzyme and 100% = no enzyme wells
PfHsp40 rescue = rescue of yeast from PfHsp40 toxicity, primary screen, S. cerevisiae, ATP luminescence. S. cerevisiae expressing PfHsp40, growth rescue. growth rescue, % at 12.5 µM. 340,000 tested, 0.68% active; in the data active = growth rescue above about 28%, passing the limit was not always enough; inconclusive = no clear call, values can overlap the other calls;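 note: yeast W303a lacking pdr1 and pdr3 grown in galactose medium; growth measured after three days at 30 °C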
FadD28 FP inh = inhibitors of FadD28 bisubstrate probe binding, primary screen, biochemical, fluorescence polarization, single point; 360,000 tested, 0.22% active; AID 588549, 2011; inhibition, % at 12.5 µM; in the data active = inhibition above about 8.5%, passing the limit was not always enough; inconclusive = no clear call, values can overlap the other calls
Anthrax LF inh2 = Bacillus anthracis LF protease inhibitors, primary screen, biochemical, multiplex microsphere, MLPCN library; AID 588501, 2011; 360,000 tested, 0.12% active; inhibition, % at 10 µM; multiplex microsphere protease cleavage assay; Lethal factor (Bacillus anthracis), P15917; note: plate controls were buffer without enzyme for full effect and enzyme alone for no effect
BoNT-F LC inh = BoNT/F light chain protease inhibitors, primary screen, biochemical, flow cytometry, MLPCN library | inhibition, % at 10 µM | 360,000 tested, 0.22% active | Multiplex microsphere protease cleavage assay | Botulinum neurotoxin type F light chain protease (Clostridium botulinum); in the data active = inhibition above about 35%, passing the limit was not always enough; inconclusive = no clear call, values can overlap the other calls; note: plate controls were buffer without enzyme for full effect and enzyme alone for no effect
PrPC TRFRET = inhibitors of human cell surface prion protein PrPC, primary screen, cell-based, TR-FRET; 370,000 tested, 0.43% active; TR-FRET read-out; inhibition, % at 13.8 µM; Major prion protein (Homo sapiens), P04156; in the data active = inhibition above about 24%; note: 0% = median of the test wells and 100% = reference compound wells
TcdB GH inh = TcdB glycohydrolase inhibitors, primary screen, biochemical, single point, plate reader | TcdB glycohydrolase enzymatic assay | inhibition, % at 9.99 µM | 350,000 tested, 0.24% active; in the data active = inhibition above about 10%
Target sequence (P18177 whole entry, looked up): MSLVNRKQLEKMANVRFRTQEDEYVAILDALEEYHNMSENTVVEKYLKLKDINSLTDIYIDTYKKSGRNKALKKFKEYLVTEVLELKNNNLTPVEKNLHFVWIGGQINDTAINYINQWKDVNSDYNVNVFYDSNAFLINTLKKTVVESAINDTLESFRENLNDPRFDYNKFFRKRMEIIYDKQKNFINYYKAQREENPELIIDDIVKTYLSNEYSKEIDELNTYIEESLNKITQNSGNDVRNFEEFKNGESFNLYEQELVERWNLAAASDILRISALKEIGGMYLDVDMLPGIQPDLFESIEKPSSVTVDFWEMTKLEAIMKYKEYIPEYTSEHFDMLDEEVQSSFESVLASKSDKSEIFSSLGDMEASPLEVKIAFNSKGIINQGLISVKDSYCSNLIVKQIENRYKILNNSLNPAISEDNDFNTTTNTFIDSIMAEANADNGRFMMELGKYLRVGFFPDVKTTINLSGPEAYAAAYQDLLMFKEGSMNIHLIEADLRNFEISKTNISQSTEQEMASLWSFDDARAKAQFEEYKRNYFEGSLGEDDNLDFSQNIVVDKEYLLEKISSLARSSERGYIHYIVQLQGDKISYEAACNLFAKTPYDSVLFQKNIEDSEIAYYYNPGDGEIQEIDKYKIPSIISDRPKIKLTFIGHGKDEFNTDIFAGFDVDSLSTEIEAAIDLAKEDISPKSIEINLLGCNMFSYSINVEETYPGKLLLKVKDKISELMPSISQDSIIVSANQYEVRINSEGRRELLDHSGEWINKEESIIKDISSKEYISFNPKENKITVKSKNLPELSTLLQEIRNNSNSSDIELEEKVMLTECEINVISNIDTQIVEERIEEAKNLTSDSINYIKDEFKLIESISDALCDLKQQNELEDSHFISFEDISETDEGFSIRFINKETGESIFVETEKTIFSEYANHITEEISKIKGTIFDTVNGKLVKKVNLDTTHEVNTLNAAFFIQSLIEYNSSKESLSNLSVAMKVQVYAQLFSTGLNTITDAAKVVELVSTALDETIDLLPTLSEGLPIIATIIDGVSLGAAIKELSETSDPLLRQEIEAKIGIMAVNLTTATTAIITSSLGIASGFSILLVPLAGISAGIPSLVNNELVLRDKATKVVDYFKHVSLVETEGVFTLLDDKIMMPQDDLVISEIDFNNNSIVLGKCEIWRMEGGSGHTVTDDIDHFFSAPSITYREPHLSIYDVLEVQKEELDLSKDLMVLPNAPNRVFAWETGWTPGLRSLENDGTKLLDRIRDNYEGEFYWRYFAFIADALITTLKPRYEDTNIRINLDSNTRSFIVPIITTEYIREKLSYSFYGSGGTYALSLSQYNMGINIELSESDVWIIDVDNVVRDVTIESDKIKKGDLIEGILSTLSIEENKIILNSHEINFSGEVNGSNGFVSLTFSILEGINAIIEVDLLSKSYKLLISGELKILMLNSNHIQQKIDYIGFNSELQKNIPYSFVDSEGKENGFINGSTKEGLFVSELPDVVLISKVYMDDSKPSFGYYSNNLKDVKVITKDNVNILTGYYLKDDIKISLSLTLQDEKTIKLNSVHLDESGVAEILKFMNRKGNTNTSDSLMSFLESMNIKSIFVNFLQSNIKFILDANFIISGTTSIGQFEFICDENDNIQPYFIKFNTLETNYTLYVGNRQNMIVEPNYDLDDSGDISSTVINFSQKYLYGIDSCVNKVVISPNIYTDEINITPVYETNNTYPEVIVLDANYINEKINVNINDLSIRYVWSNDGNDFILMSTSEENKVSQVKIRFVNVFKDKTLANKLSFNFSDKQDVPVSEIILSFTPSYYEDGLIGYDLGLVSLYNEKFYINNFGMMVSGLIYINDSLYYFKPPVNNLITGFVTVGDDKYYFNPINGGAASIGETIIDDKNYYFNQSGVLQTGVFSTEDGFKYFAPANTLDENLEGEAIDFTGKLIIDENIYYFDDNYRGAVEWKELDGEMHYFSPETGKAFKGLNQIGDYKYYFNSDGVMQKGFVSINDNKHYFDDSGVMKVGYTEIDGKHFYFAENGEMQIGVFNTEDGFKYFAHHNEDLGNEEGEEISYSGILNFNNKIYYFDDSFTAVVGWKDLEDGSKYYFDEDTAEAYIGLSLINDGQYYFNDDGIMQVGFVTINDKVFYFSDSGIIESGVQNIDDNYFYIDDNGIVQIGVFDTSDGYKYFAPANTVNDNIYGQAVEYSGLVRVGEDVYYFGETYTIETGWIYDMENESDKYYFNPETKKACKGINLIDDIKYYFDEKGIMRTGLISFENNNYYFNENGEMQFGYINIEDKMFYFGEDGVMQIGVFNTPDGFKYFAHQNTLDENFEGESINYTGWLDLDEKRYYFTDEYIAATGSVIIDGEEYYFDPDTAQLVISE
Y pestis TopoI = Yersinia pestis topoisomerase I inhibitors, primary screen, biochemical, cleavage product accumulation, plate reader, single point; activity, % at 10 µM; DNA topoisomerase I (Yersinia pestis CO92); Y. pestis Topo-I cleavage product accumulation; 360,000 tested, 0.064% active; in the data active = activity above about 50%, passing the limit was not always enough; inconclusive = no clear call, values can overlap the other calls; note: inactives centre near 2
BoNT A protease = BoNT/A light chain protease inhibitors, primary screen, biochemical, flow cytometry, MLPCN library; inhibition, % at 10 µM; AID 588499, 2011; 360,000 tested, 0.17% active; Botulinum neurotoxin type A light chain protease (Clostridium botulinum A str. ATCC 3502); multiplex microsphere protease substrate cleavage; note: plate controls were buffer without enzyme for full effect and enzyme alone for no effect
Starred values were filed as active, the others as inactive; ? = inconclusive; . = not tested or not shown. Cut-off read from the data, not from the text of the source, unless noted: active = inhibition above about 30%; inconclusive = no clear call, values can overlap the other calls; inactive = below that.

Compound	CCHF vOTU inh	PfHsp40 rescue	FadD28 FP inh	Anthrax LF inh2	BoNT-F LC inh	PrPC TRFRET	TcdB GH inh	Y pestis TopoI	BoNT A protease
COc1ccc(OCCCC(=O)Nc2nc(C)c(C(C)=O)s2)cc1	-6	-1.2	-3.5	-2	-2	7	-0.5	-10	0.1
CCCn1c(N)c(C(=O)COC(=O)CCNS(=O)(=O)c2ccccc2F)c(=O)[nH]c1=O	-3	1.9	0.1	-2	-6	3	1.1	3	-2.5
CCOC(=O)C1Cc2c([nH]c3ccccc23)C(C)N1 (stereo not drawn)	8	3.0	-3.5	2	-8	-4	1.4	-4	1.5
CCC(Oc1ccccc1)C(=O)Nc1nnc(S(=O)(=O)N2CCCC2)s1 (stereo not drawn)	2	0.0	-1.7	-1	-5	-4	-1.4	1	-1.0
O=C1C2CCCN2C(=S)N1Cc1ccccc1 (stereo not drawn)	-8	0.2	-0.6	-3	-6	-10	0.6	3	0.2
O=C(COC(=O)Cc1ccc(S(=O)(=O)N2CCOCC2)s1)NCCc1ccccc1	-13	1.2	-3.6	2	-9	-4	.	4	-0.7
Cc1ccc(C(=O)Nc2nc(-c3ccc(F)cc3)cs2)o1	-6	1.7	-1.2	-2	-10	6	-0.1	-3	1.4
O=c1c2ccccc2nc(/C=C/c2ccc(O)cc2)n1-c1cccc(O)c1	4	0.5	-2.1	-10	-2	-2	-1.2	-4	-0.4
COc1cn(-c2ccccc2)nc1C(=O)Nc1ccccc1	-4	0.9	-4.7	-3	4	-1	1.6	5	0.3
COc1cc(C2CC(=O)Nc3c2c(=O)nc2c(C)cccn32)cc(OC)c1OC (stereo not drawn)	5	1.1	0.6	-1	-2	9	-8.9	8	-0.4
Cc1cc2c(c(=O)o1)C(C13C=CC(CC1)C3)C(C#N)=C(N)O2 (stereo not drawn)	10	1.4	-2.4	-2	-15	11	.	3	-0.4
COc1ccc(C(=O)N/C(=C\c2cn(S(=O)(=O)N(C)C)c3ccccc23)C(=O)NCCN2CCOCC2)cc1OC	11	0.1	-2.9	2	4	-2	1.3	5	1.8
Cn1c(CC(=O)Nc2ccc(F)cc2)c(Sc2ccccc2)c2ccccc21	0	-1.0	-2.6	-1	-3	2	1.3	-6	0.2
CC(C)(CN1CCN(C(c2ccccc2)c2ccccc2)CC1)NS(=O)(=O)c1ccccc1	6	-1.8	-2.0	0	2	3	0.2	6	-0.3
CNc1nc(Cl)c(SC)c(N2CCOCC2)n1	6	-0.9	-1.1	2	2	7	0.3	8	-0.1
NC(=S)Nc1ncc(CCN2CCOCC2)c(-c2ccc(F)cc2)n1	-13	-1.3	1.9	1	2	-12	-0.6	13	-0.5
C=CCc1c(C)nc(SCc2nc3ccccc3c(=O)[nH]2)[nH]c1=O	-12	1.6	-0.1	-1	-4	0	.	-5	-0.3
Cc1ccc(Cl)cc1NC(=S)N(CCCN1CCN(C)CC1)Cc1ccco1	-7	0.3	-3.1	0	-4	-5	0.9	-8	0.6
CCC(C)N(C)Cc1cccc(C2(O)CCN(S(=O)(=O)c3ccc(F)c(C)c3)CC2)c1 (stereo not drawn)	-4	-1.2	-2.8	-2	0	-11	.	6	-0.7
C[C@H]1CCC[C@H](O)CCCCCc2cc(O)cc(O)c2C(=O)O1	3	11	-5.4	0	-9	-4	1.3	-9	-0.7
BrC(=C\c1ccccc1)/C=N/Nc1nc(N2CCOCC2)nc(N2CCOCC2)n1	14	-1.4	-1.1	-2	-6	-19	0.0	-2	0.1
Cc1ccc(CC2CC(=O)N(CC(=O)O)C2=O)cc1 (stereo not drawn)	-13	-0.3	-2.7	-1	4	1	.	-4	0.0
COc1ccccc1-c1noc(-c2ccco2)n1	7	-0.1	-9.1	1	10	-7	.	-8	0.0
O=C(c1ccccc1)c1ccc(OCC(O)CNC2CCCc3ccccc32)cc1 (stereo not drawn)	11	-0.4	-4.8	0	-3	-5	1.4	18	0.1
CC(C)c1ccc(OCC(=O)Nc2ccncc2)cc1	-8	?	-3.8	15	43*	-1	0.8	10	1.1
CCOCC(=O)Nc1nc2ccc(OC)cc2s1	4	0.0	-1.3	1	3	4	.	-5	0.1
Cn1ccnc1SCc1cccc([N+](=O)[O-])c1	-9	-1.0	-1.9	-3	1	-6	0.0	1	1.0
COc1ccc(NC(=O)c2cc(-c3ccc(C)o3)nc3ccccc23)cc1	-14	-0.1	-1.1	-6	?	-2	0.9	0	0.3
CCOC(=O)C(C)Sc1nc2ccccc2c(=O)n1CC1CCCCC1 (stereo not drawn)	1	0.2	-1.6	-6	2	2	.	2	2.1
COc1ccc(/C=N/n2c(C)nnc2C)c(OC)c1OC	11	-0.3	-2.2	-2	0	2	.	4	0.1

Structural class, the compounds so far with a Cl atom.
Compound	CCHF vOTU inh	PfHsp40 rescue	FadD28 FP inh	Anthrax LF inh2	BoNT-F LC inh	PrPC TRFRET	TcdB GH inh	Y pestis TopoI	BoNT A protease
CNc1nc(Cl)c(SC)c(N2CCOCC2)n1	6	-0.9	-1.1	2	2	7	0.3	8	-0.1
Cc1ccc(Cl)cc1NC(=S)N(CCCN1CCN(C)CC1)Cc1ccco1	-7	0.3	-3.1	0	-4	-5	0.9	-8	0.6

(list continues)
Compound	CCHF vOTU inh	PfHsp40 rescue	FadD28 FP inh	Anthrax LF inh2	BoNT-F LC inh	PrPC TRFRET	TcdB GH inh	Y pestis TopoI	BoNT A protease
O=C(NCc1ccncc1)c1cccc(S(=O)(=O)NCc2ccccc2)c1	10	-1.3	-5.1	3	-1	3	-6.7	10	0.5
O=C(Nc1ccccn1)c1cccc(S(=O)(=O)N2CCc3ccccc3C2)c1	8	-0.8	-4.9	3	5	-2	0.4	1	3.0
O=C(c1ccc(Br)s1)N1CCN(S(=O)(=O)c2ccccc2)CC1	-5	-0.1	-3.9	-1	-7	3	3.5	4	2.7
CCC(C)(C)n1nnnc1C(c1ccc(OC)c(OC)c1)N1CCN(c2ccc(F)cc2)CC1 (stereo not drawn)	4	0.1	-5.0	-6	-5	-1	.	9	-0.4
Cc1ccc(-c2nc(Nc3ccc(O)cc3)c3ccccc3n2)cc1	13	2.8	0.7	4	-1	12	0.3	-15	-1.6
Cc1cccc(-n2c(O)c(C=NCCN3CCNCC3)c(=O)[nH]c2=S)c1	-7	-1.1	-3.3	12	-2	8	0.2	0	-2.1
CCOC(=O)Cc1csc(NC(=O)CN2C(=O)c3ccccc3S2(=O)=O)n1	-5	-0.4	-4.4	2	-3	6	.	-2	0.1
Cc1cc(SCC(=O)N/N=C/c2ccco2)nc2ccccc12	20	-0.3	-1.0	-4	-10	0	14*	6	-1.3
CC(C)CC(OC(=O)c1nsc(Cl)c1Cl)C(=O)NC1CCCC1 (stereo not drawn)	2	0.0	-0.2	-2	7	9	-0.1	3	0.7
CCN(CC)S(=O)(=O)c1cccc(S(=O)(=O)N2CCCCC2)c1	8	6.2	-3.5	-7	-10	16	1.1	-3	-0.8
O=C(CCCSc1nnc(Nc2ccccc2F)s1)N1CCOCC1	9	-1.2	-0.2	1	-5	3	0.8	5	0.1
CC(=O)N1c2ccc(S(=O)(=O)N3CCCC3)cc2CC1C(=O)NC(C)C (stereo not drawn)	4	0.7	0.0	-6	-1	3	2.9	3	-2.9
Cc1c(NC(=S)N/N=C/c2cccc(O)c2)c(=O)n(-c2ccccc2)n1C	6	-0.5	1.3	-7	-4	1	.	8	-0.7
CC(Sc1nnnn1C1CC1)C(=O)N1c2ccccc2NC(=O)C1(C)C (stereo not drawn)	10	1.3	.	0	-4	-1	-0.6	-4	-0.3
CCCN1CCN(C(=O)C2CCN(c3ncnc4c3nc3n4CCCCC3)CC2)CC1	16	3.8	-3.5	-1	4	7	-0.1	9	0.4
CCC1(c2ccccc2)NC(=O)N(CC(=O)Nc2cccc(S(=O)(=O)N3CCCCC3)c2)C1=O (stereo not drawn)	4	-0.2	-0.3	3	1	1	1.8	-1	3.0
Cc1nc(Nc2nc3ccccc3o2)nc(C)c1C	-9	-1.1	-1.1	-2	-3	-3	-0.3	13	-1.0
COc1cc(/C=C/c2c([N+](=O)[O-])c(=O)n(C)c(=O)n2C)cc(OC)c1OC	-3	-0.5	2.5	2	-1	-4	0.2	5	0.9
CCn1c(SCC(=O)NCc2ccc3c(c2)OCO3)nnc1-c1c[nH]c2ccccc12	1	-0.1	-0.5	-1	-5	5	.	9	0.4
CCOc1ccccc1N1CCN(C(=O)CSc2ccc3c(c2)OCCO3)CC1	-6	1.1	-0.2	2	-2	-7	0.6	27	-0.5
Cc1cc(C)nc(/N=C2\NC(=O)CC(C(=O)O)N2c2ccc(Cl)cc2Cl)n1 (stereo not drawn)	11	-1.7	-1.5	-2	-5	-3	2.5	-2	-2.4
CCOC(=O)C1C(C)N=C2SCC(=O)N2C1c1cccc(Br)c1 (stereo not drawn)	6	0.5	-1.2	-1	4	5	.	0	-0.2
O=C(NCc1ccco1)/C(=C\c1ccco1)NC(=O)c1ccco1	-5	0.3	-3.6	-2	-3	0	0.0	1	0.0
COc1cc2c(cc1OC)[C@H](Cc1ccc(O)cc1)NCC2	4	-0.4	0.2	3	6	4	-0.7	-7	0.0
CCc1ccc2nc(Nc3ccc(OC)cc3OC)c(C#N)cc2c1	-1	-2.5	-2.8	4	0	4	-0.6	-4	1.1
O=C(Nc1cccc(Cl)c1)OCCOCCOC(=O)Nc1cccc(Cl)c1	2	-0.5	-0.2	9	-14	16	-2.9	-11	-5.0
COc1ccc(NC(=O)C2(C)Cc3c(-c4ccc(C(N)=O)cc4)ccnc3O2)cc1OC (stereo not drawn)	3	.	-3.0	-5	-3	-7	0.8	0	-0.1
O=C(CSc1nnc(-c2ccccc2F)n1C1CC1)Nc1cccnc1Cl	2	-0.5	0.6	1	1	5	-0.1	-4	-0.9
